VLA-4 agonist: allosterically activates the human VLA-4 integrin; activation, % at 10 µM (by protocol); P13612; 24,000 tested, under 10 active; Jurkat cells, LDV-FITC binding, flow cytometry;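 active means fluorescent ligand binding to cells raised by more than 40% of the manganese-induced maximum; inconclusive means compound's own fluorescence above 85% of the ligand control signal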;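 further: 0% = ligand binding without compound and 100% = manganese-stimulated maximal binding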
Target sequence (P13612 whole entry, looked up): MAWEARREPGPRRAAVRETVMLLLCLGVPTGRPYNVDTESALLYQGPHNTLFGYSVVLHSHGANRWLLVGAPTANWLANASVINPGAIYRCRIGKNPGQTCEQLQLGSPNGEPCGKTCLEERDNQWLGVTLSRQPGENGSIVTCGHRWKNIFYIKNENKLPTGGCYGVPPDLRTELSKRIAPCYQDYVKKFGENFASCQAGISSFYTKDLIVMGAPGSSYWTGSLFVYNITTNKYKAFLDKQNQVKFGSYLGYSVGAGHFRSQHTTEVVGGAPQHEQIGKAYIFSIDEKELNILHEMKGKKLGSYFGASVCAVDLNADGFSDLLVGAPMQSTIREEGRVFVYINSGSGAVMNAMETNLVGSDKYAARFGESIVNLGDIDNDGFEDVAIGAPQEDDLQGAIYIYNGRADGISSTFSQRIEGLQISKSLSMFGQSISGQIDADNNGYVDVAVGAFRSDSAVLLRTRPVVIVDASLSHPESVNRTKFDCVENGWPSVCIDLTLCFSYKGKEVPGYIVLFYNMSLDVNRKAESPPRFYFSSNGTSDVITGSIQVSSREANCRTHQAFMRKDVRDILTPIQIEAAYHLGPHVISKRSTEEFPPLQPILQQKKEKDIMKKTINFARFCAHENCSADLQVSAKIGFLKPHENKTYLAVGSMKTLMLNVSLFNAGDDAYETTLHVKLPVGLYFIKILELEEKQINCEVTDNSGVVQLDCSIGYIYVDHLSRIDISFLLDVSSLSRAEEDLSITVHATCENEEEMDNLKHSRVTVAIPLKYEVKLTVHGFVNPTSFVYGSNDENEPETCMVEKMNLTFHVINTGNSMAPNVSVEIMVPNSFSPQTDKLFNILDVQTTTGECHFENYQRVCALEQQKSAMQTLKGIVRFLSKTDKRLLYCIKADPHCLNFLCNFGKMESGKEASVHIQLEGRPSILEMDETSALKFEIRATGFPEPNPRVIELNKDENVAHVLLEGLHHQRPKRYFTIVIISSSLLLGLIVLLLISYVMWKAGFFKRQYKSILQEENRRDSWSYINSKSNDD
Prostate diff: promotes differentiation of LNCaP prostate cells; flow cytometry side scatter, 4 d; side scatter shift, % at 10 µM; hit rate 0.56% among 24,000; AID 795;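 active means side scatter shift above 30%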;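 further: androgen-responsive LNCaP prostate cancer cells in charcoal-stripped serum medium; percent of cells past a gate set so DMSO wells show 10% shift; higher shift means more granular cells and more differentiation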
Jurkat autofluor: counter-screen for VLA-4 integrin: compound autofluorescence in Jurkat cells; flow cytometry; hits give high values; 1 = vehicle-only cell background; fluorescence ratio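 (tested at 10 µM compound in the well)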; hit rate 0.61% among 24,000;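 active means fluorescence ratio above 2.44, which is 1 plus 3 SD of all ratios; inconclusive means signal too bright to measure linearly, ratio around 10 or more; inactive means fluorescence ratio below 2.44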;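 further: green fluorescence of cells measured with 488 nm excitation and 530 nm emission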
VLA-4 antagonist: inhibition of LDV-FITC ligand binding to human VLA-4 integrin | AID 529 | hit rate 0.2% among 24,000 | Jurkat cells, LDV-FITC binding with Mn2+, flow cytometry; 100% = Mn2+-driven binding gain fully reversed | inhibition, % at 10 µM (by protocol) | P13612;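 active means inhibition above 50%; inconclusive means compound itself fluorescent, judged against control cell fluorescence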;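 further: 0% = Mn2+ stimulated cells lacking compound and 100% = ligand binding without Mn2+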
* hit, by the source's call; ? = inconclusive; / = no result given. The list is partial; rates above refer to the full screens.

SMILES	VLA-4 agonist	Prostate diff	Jurkat autofluor	VLA-4 antagonist
CC1(C)Cc2c(sc3c2C2=NCCN2C=N3)CS1	4.5	13.0	1.21	-1.5
COc1ccc(C(=O)c2coc3ccc(O)c(CN4CCCC4)c23)cc1	-5.0	6.0	1	12.0
CCOC(=O)c1c(C)[nH]c(C(=O)CSc2nc3ccccc3o2)c1C	1.5	11.0	1.02	-5.0
CCN(CC)S(=O)(=O)c1ccc2c(c1)c(=O)c(C(=O)N1CCc3ccccc3C1)cn2C	2.0	10.0	0.91	-12.0
CC(=O)c1c(C)[nH]c(C(=O)N2CCc3ccccc3C2)c1C	1.0	13.0	1.02	60.0*
CC(C)Cc1cc(C(=O)Nc2cc(Br)ccc2O)no1	?	8.0	1.85	?
COc1cc(C(=O)Nc2cccc(-c3nc4cc(C)ccc4o3)c2)cc(OC)c1OC	?	11.0	1.48	?
CCOc1ccccc1CNC(=O)c1cc2occc2n1C	?	7.0	0.9	?
Cc1nc2ccccc2c(=O)n1NCc1cc(Br)cs1	0.0	6.0	1.08	0.0
COc1ccc(C)cc1-n1nnnc1SCC(=O)Nc1cc(C)on1	-1.0	10.0	1.02	-5.5
CCCC(=O)NCc1ccc2c(c1)cc(C)n2C	0.0	15.0	1.09	-8.0
CCN(Cc1ccccc1)S(=O)(=O)c1ccc2oc(C(=O)O)c(C)c2c1	4.0	6.0	1.06	-45.0
C/C(CC(O)(/C=N/O)c1ccccc1)=N\O (stereo not drawn)	3.0	9.0	1.07	-33.5
O=C(Nc1nnc(C2CC2)o1)c1ccc(S(=O)(=O)N2CCCc3ccccc32)cc1	3.0	8.0	1.18	2.0
Nc1nc(-c2ccc(Cl)cc2)cc(C(F)(F)F)n1	-4.7	8.0	1.04	1.0

Some of the entries above, reformatted.
The line under a structure holds: VLA-4 agonist	Prostate diff	Jurkat autofluor	VLA-4 antagonist
- CCOC(=O)c1c(C)[nH]c(C(=O)CSc2nc3ccccc3o2)c1C
 : 1.5	11.0	1.02	-5.0
- CCN(CC)S(=O)(=O)c1ccc2c(c1)c(=O)c(C(=O)N1CCc3ccccc3C1)cn2C
 : 2.0	10.0	0.91	-12.0
- CC(=O)c1c(C)[nH]c(C(=O)N2CCc3ccccc3C2)c1C
 : 1.0	13.0	1.02	60.0*
- CC(C)Cc1cc(C(=O)Nc2cc(Br)ccc2O)no1
 : ?	8.0	1.85	?

The listing continues:
SMILES	VLA-4 agonist	Prostate diff	Jurkat autofluor	VLA-4 antagonist
CCCCC(=O)NCCc1ccc(S(N)(=O)=O)cc1	5.5	/	1.02	-37.0
Cn1c(C(=O)N2CCN(c3ccc(F)cc3)CC2)cc2c(=O)n(C)c3ccccc3c21	8.0	12.0	1.03	-6.0
COc1ccc2c(c1)OC1(C)CC2C(C(=O)c2ccccc2OC)C(=O)N1 (stereo not drawn)	-2.0	11.0	1.06	-10.0
CCOc1ccc(OCC)c(NS(=O)(=O)c2cccc3nsnc23)c1	3.0	8.0	1.03	10.0
COC(=O)c1c(NC(=O)c2ccc(Br)o2)sc(C)c1C	3.0	18.0	1.06	-12.0
Cc1cccc(-n2nnc(C(=O)NCc3ccco3)c2N)c1	-8.0	5.0	1.13	-26.0
O=C(CSc1ncnc2nc[nH]c12)c1ccc(Cl)cc1	1.5	4.0	1.02	-8.5
O=C(CS(=O)(=O)c1cn(Cc2cccc(F)c2)c2ccccc12)N1CCOCC1	-4.0	0.0	0.99	-6.0
COc1ccc(CCNC(=O)c2cnn3ccccc23)c(OC)c1OC	0.5	3.0	1	1.0
O=C(O)Cn1cc(C(=O)c2ccco2)c2ccccc21	5.0	5.0	0.99	-49.0
CN(Cc1ccccc1)C(=O)CCCn1c(=O)[nH]c2cc(Cl)ccc2c1=O	0.0	7.0	1.05	1.5
CC(C)CCNC(=O)Cn1c(NCCC(C)C)nc2c1c(=O)n(C)c(=O)n2C	1.7	5.0	0.86	-21.0
COc1ccc(-n2c(C)nc3c(cnn3-c3ccc(Cl)cc3)c2=O)cc1	?	/	1.22	?
O=C(Nc1ccccc1C(F)(F)F)c1cc(-c2ccc(O)cc2)on1	-3.0	5.0	1.05	4.0
COc1cc(-c2nc(-c3ccncc3)no2)cc(OC)c1OC	-2.0	8.0	1.03	-3.0
Cc1ccccc1Cn1ccc(NC(=O)c2onc(C)c2Cl)n1	0.3	2.0	1	-5.0
CCC(C)Sc1nnc(Cc2cc(=O)[nH]c(=O)[nH]2)n1-c1ccc(OC)cc1 (stereo not drawn)	-4.0	1.0	1.02	-41.0
CCn1cc(C(=O)N2CCN(c3ccccn3)CC2)c2cc(OC)c(OC)cc2c1=O	0.0	2.0	0.97	-4.0
Cc1occc1C(=O)Nc1cccc2ccccc12	-7.0	4.0	1.08	3.0
Cc1cc2ncn(N)c2cc1C	-0.5	9.0	0.96	-2.5
O=C(CC1N=C2c3ccccc3N=C(SCc3ccccc3Cl)N2C1=O)NCc1ccco1 (stereo not drawn)	?	6.0	1.18	?
NC(=O)CSc1nnc(Cn2c(=O)sc3ccccc32)n1CCc1ccccc1	-2.0	14.0	0.8	-15.0
Cc1nc2sc(C(c3ccccc3)N3CCC(O)CC3)c(O)n2n1 (stereo not drawn)	?	8.0	1.02	?
O=c1cc(-c2ccc(Cl)cc2)[nH][nH]1	6.7	9.0	1.11	-4.3
COc1ccc(OC)c(CN2C(=O)c3ccccc3C2C(=O)NCc2cccnc2)c1 (stereo not drawn)	3.0	11.0	1.03	-1.0
Nc1cc(-c2ccccc2)ccc1O	7.0	6.0	1.14	-19.3
Cc1ccc(C(=O)C2COC(=O)C2)cc1 (stereo not drawn)	5.0	6.0	1.08	-14.7
CCOC(=O)NC(NCC(O)c1ccccc1)(C(F)(F)F)C(F)(F)F (stereo not drawn)	21.0	4.0	0.76	-18.0
NC(=O)C1(N2CCCCC2)CCN(C(=O)NC2CCCCC2)CC1	-1.0	6.0	1	-9.0
Cn1c(=O)[nH]c(=O)c2c1nc(NCCCn1ccnc1)n2Cc1cccc(Br)c1	10.0	5.0	1.04	-22.5
COc1ccc(-n2c(Cn3c(=O)sc4ccccc43)nnc2SC)cc1	?	10.0	1.09	?
CN(c1ccccc1)c1nc(-n2ccnc2)nc(-n2ccnc2)n1	-6.0	2.0	1.07	9.0
COc1cc(C2C(C(=O)OC(C)C)=C(C)Nc3ncnn32)cc(OC)c1OC (stereo not drawn)	1.0	4.0	1.01	-17.0
O=C(CN1CCCN(S(=O)(=O)c2ccc(Br)cc2)CC1)Nc1ccc2cn[nH]c2c1	0.3	7.0	1.11	-18.7
CCC(C)(C(=O)NC1CCCC1)N(CC1CCCO1)C(=O)c1ccc2c(c1)OCO2 (stereo not drawn)	3.0	4.0	1	3.0
Cn1cc(/C=N/n2cnc3scc(-c4ccccc4)c3c2=O)c2ccccc21	-8.0	25.0	0.99	8.0
Cc1cccc(N2CCN(C(=O)c3ccc(NS(=O)(=O)c4c(C)noc4C)cc3)CC2)c1C	-6.0	9.0	1.11	21.3
CCS(=O)(=O)N1CCCC(C(=O)NCCCN(C)Cc2ccccc2)C1 (stereo not drawn)	6.0	8.0	1.03	-25.0
CCCCCCn1c(CN2CCC(C)CC2)nc2c1c(=O)n(C)c(=O)n2C	-6.0	0.0	1.06	4.0
CC(=O)NS(=O)(=O)c1ccc(N)cc1	4.5	3.0	1.02	-14.5
O=C(c1nnc(Cc2ccc(Cl)cc2)o1)N1CCOCC1	?	19.0	0.83	?
COC(=O)c1ccc(NC(=O)CSc2nnc(Cc3cccn3C)n2-c2ccc(F)cc2)cc1	-4.0	1.0	1.13	7.0
CN1CCCCCC1=NC1=C(C#N)CCCC1	-3.0	1.0	1.06	1.0
O=C(C1CC1)N1CCc2cc(Br)cc(S(=O)(=O)N3CCN(c4ccccn4)CC3)c21	6.0	3.0	1	-2.0
C=CCOc1ccc(C2/C(=C(\O)c3c(C)[nH]c(C(=O)OC)c3C)C(=O)C(=O)N2CCN(C)C)cc1 (stereo not drawn)	-6.0	0.0	1.17	-9.5
c1csc(CCNc2ncnc3sc4c(c23)CCC4)c1	-1.0	14.0	0.95	27.0
CCCOc1ccc(N2C(=O)C3ON(c4ccccc4)C(c4ccc(O)c(OC)c4)C3C2=O)cc1 (stereo not drawn)	-7.0	5.0	1.06	-7.5
CCCCn1cc(C(C)(C)C)c(C#N)c1NC(C)=O	7.0	4.0	1.22	-6.0
COC(=O)c1[nH]c(C)c(/C(O)=C2\C(=O)C(=O)N(CCN(C)C)C2c2ccccc2OC)c1C (stereo not drawn)	0.0	11.0	1.03	-21.0
CCS(=O)(=O)N1CCCC(C(=O)NCCCOC(C)C)C1 (stereo not drawn)	-2.0	13.0	0.98	-1.0
CC1(C)Cc2nc3oc4c(N(CCO)Cc5ccccc5)ncnc4c3cc2CO1	-4.5	4.0	1.08	-0.5
CCOC(=O)N1CCN(C(=O)CSc2nnc(COc3ccc(Cl)cc3)o2)CC1	5.0	9.0	1.11	-3.0
CCOC(=O)N1CCC(NC(=O)c2cc3c(-c4ccc(Cl)cc4)nn(C)c3s2)CC1	-5.0	24.0	1.08	9.0
O=C(N1CCCCCC1)N1CCN(S(=O)(=O)N2CCCCC2)CC1	0.0	8.0	1.02	-4.0
O=C(Nc1cc(C(=O)N2CCCC2)ccc1N1CCCC1)c1ccccc1F	-2.5	12.0	1.02	0.0
O=C(O)CCc1ccc(-c2ccc(F)cc2)n1CCC(=O)O	3.5	8.0	1.01	-3.0
O=c1c[n+]([O-])c2ccccc2n1OCc1ccccn1	?	10.0	1.69	?
O=C(CCS(=O)(=O)c1cc(Br)cc2c1N(C(=O)C1CC1)CC2)NCc1ccco1	5.0	5.0	0.93	-1.0
CCc1ccccc1NC1c2ccccc2C(=O)N1c1cccnc1 (stereo not drawn)	1.0	8.0	1.07	1.0
Cc1ccc(OC(=O)NC2CCS(=O)(=O)C2)cc1C (stereo not drawn)	2.5	15.0	1.06	-25.5

(listing goes on)
SMILES	VLA-4 agonist	Prostate diff	Jurkat autofluor	VLA-4 antagonist
Cc1cccc(-n2ncc3c(N(CCO)CCO)ncnc32)c1	2.0	2.0	1	-14.5
Cc1c(C(=O)Nc2cccc(C(F)(F)F)c2)oc2ccc(S(=O)(=O)N3CCOCC3)cc12	-18.5	24.0	1.25	24.5
CC(C)c1cc(C(=O)Nc2cc(Cl)ccc2O)no1	?	6.0	3.81*	?
Cc1ccc(-n2nc3c(c2NC(=O)c2c(-c4ccccc4Cl)noc2C)CSC3)cc1	4.0	9.0	1.01	-14.0
CC1=C(C(=O)Nc2ccc(Cl)cc2)C(c2cccs2)n2nnnc2N1 (stereo not drawn)	1.0	9.0	0.98	-4.0
CC1CCCCN1CCNC(=O)c1cnn2ccccc12 (stereo not drawn)	3.0	1.0	1.07	8.0
CSc1ccccc1NC(=O)CN(c1ccccc1)S(=O)(=O)N(C)C	-2.3	8.0	0.98	-11.5
Cc1ccc(-n2nnnc2SCC(=O)N2CCN(C(=O)c3ccco3)CC2)c(C)c1	1.0	13.0	1.06	-3.0
CC(C)OCCCNC(=O)C1CCC(=O)N1C(C)C (stereo not drawn)	1.0	10.0	1.04	-13.0
CCc1ccccc1NC(=O)C1CCCN(S(=O)(=O)c2c(C)noc2C)C1 (stereo not drawn)	4.0	11.0	1.03	-11.0
O=C(c1ccco1)N1CCN(C(=O)c2sccc2-c2ccccc2)CC1	2.0	17.0	1.07	-6.0
O=C(O)c1ccccc1NS(=O)(=O)c1ccc2c3c(cccc13)C(=O)N2	6.0	13.0	0.89	-15.0
O=C(O)c1cc2nc(C3CC3)cc(C(F)(F)F)n2n1	2.0	4.0	1.13	-11.0
COc1cc2nc(SCC(=O)NCc3ccco3)n(Cc3ccc(Cl)cc3)c(=O)c2cc1OC	-1.0	21.0	1.04	5.0
CCOC(=O)N1CCN(C(=O)c2cc3sccc3n2C)CC1	-6.0	9.0	1.12	22.0
c1ccc(-c2nc(-n3ccnc3)nc(-n3ccnc3)n2)cc1	-10.0	3.0	1.21	22.0
COc1cccc(-c2nn(C)c3sc(C(=O)N4CCN(c5ccccn5)CC4)cc23)c1	7.9	8.0	1.05	13.9
COc1ccc(-c2nc(C#N)c(NCCCN3CCOCC3)o2)cc1	?	5.0	0.9	?
COc1ccc(OC)c(NC(=O)CNC(=O)Cn2cnc3ccccc3c2=O)c1	7.0	2.0	0.94	18.0
COc1cccc2sc(Nc3nc(C)c(C(C)=O)s3)nc12	?	12.0	1.23	?
Cc1nc2ccccc2c2oc(C(=O)Nc3ccc4c(c3)OCCO4)cc12	-6.0	17.0	1.24	4.0
CC1CCCN(S(=O)(=O)c2ccc3c(c2)CCN3C(=O)C2CCC2)C1 (stereo not drawn)	-7.0	8.0	1.06	13.0
O=C(CNS(=O)(=O)c1ccc(Br)s1)NCC1COc2ccccc2O1 (stereo not drawn)	8.0	5.0	0.88	-10.0
COc1cccc(C2=NOC(C(=O)NC(C)C)C2)c1 (stereo not drawn)	-3.0	8.0	1.07	16.0
COc1ccc(OC)c2sc(N3CCCCC3)nc12	0.9	16.0	1.11	26.1
CC(=O)c1ccccc1OCCCN1CCCCC1	-6.0	0.0	1.26	-3.0
Cc1[nH]c(=O)[nH]c(=O)c1S(=O)(=O)N1CCN(c2cccc(Cl)c2)CC1	1.0	12.0	1.08	-10.3
COC(=O)C(C)Sc1nnc(Cc2cc(=O)[nH]c(=O)[nH]2)n1-c1cccc(OC)c1 (stereo not drawn)	4.0	3.0	0.99	-7.0

Screening data as filed in PubChem.
